15-hLO-2 inh: blocks human 15-lipoxygenase 2 activity; Potency, µM (titrated, usually from 57.1 µM), for the others: at the highest dose activity change, negative = inhibition, hits mostly inhibitors; 110,000 compounds, 0.56% hits; purified 15hLO-2, xylenol orange hydroperoxide absorbance; note: potency is the fitted concentration of half-maximal effect; nearly all actives have a fitted effect of over 60% in size; many of its hits are not listed in these tables
Target sequence (O15296 whole entry, looked up): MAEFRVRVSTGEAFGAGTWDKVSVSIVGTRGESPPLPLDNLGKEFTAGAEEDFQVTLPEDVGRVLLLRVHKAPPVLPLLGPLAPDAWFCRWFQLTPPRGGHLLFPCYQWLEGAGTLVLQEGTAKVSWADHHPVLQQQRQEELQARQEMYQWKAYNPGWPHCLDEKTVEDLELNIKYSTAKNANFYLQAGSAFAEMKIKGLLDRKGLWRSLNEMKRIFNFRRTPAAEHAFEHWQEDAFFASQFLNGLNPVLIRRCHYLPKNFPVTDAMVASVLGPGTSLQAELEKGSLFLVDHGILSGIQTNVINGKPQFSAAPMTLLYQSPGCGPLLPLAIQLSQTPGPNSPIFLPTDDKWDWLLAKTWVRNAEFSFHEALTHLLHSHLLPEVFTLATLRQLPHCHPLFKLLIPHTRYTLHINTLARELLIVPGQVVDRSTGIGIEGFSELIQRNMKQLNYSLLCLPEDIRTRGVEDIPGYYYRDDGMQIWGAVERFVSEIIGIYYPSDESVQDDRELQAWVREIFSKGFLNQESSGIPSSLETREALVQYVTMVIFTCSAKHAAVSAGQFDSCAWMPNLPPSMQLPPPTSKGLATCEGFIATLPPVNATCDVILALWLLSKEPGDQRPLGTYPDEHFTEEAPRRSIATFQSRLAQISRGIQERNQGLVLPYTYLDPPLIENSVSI
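Purified human 15hLO-2 (50 nM final) preincubated with compounds 15 min at room temperature in 25 mM Hepes pH 7.5, 0.01% Triton X-100, then 45 uM arachidonic acid added for 90 min; hydroperoxide detected via ferrous/xylenol orange, 573/405 nm absorbance ratio.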
IMPase cell inh: IMPase inhibition in cells; P97697; CHO-M1 cells, IP1 accumulation, HTRF TR-FRET ratio; inhibition (IP1 accumulation), % at 46.1 µM; 120,000 tested, under 10 active; AID 901; active = well fitted curve in the direction sought with a large enough effect in the signal ratio, not every such curve was filed as active; inconclusive = small, poorly fitted or top-dose-only effect, or a change in a side signal; inactive = no such curve, though single readings can be large or run the other way; the % refers to the signal ratio;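 note: cells stimulated with carbachol in lithium chloride buffer; plate controls were DMSO basal wells for no effect and reference inhibitor wells for full effect; higher means more IMPase inhibition seen as more IP1 and lower FRET ratio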
Target sequence (P97697 whole entry, looked up): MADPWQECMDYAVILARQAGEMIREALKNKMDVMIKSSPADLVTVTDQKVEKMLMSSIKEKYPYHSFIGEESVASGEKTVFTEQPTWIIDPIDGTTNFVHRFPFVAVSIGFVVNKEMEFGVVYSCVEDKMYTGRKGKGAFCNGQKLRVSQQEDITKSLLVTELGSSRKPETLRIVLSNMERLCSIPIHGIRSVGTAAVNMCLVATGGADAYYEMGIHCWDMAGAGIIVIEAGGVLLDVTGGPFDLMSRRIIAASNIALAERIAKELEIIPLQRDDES
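Elevated IP1 in lysates lowers TR-FRET signal (665/620 ratio and 620 channel reported). Cells were CHO-M1, given carbachol (50 uM as added) plus 50mM LiCl, pH 7.4, 30 min, 37C; compounds titrated up to 46 uM; AC50 by Hill equation.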
PNC assembly inh: inhibitors of perinucleolar compartment assembly; PC3M PTB-GFP, PNC prevalence imaging, 16 h; stronger effect = lower value; activity change (PNC), negative = inhibition, % at 10 µM; 140,000 compounds, 3.1% hits; AID 2417;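 active = readout at or below -70, meaning at least 70% loss of cells showing the perinucleolar compartment, a nuclear body marking cancer cells; inconclusive = readout between -30 and a set limit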;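 note: plate controls were DMSO wells for no effect and camptothecin positive control wells for full effect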
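PC3M cells stably expressing PTB-GFP, 750–1000 cells/well, treated 16 h at 37 °C with compound (23 nl of library stock), in duplicate. After paraformaldehyde fixation and Hoechst stain, imaged at 20x; PNC prevalence scored by image analysis.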
ALOX12 inhib: 12-hLO (ALOX12) enzyme inhibition; Potency, µM (doses to about 57.1 µM), inactives show top-dose activity change, negative = inhibition, most hits filed as inhibitors; 150,000 compounds, 0.12% hits; P18054; purified 12-hLO, xylenol orange hydroperoxide absorbance; AID 1452; note: potency is the fitted concentration of half-maximal effect; nearly all actives have a fitted effect of over 55% in size; many of its hits are not listed in these tables
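150 nM 12hLO, 25 mM Hepes pH 7.0 + 0.01% Triton X-100; cpd preinc 15 min RT; 40 uM arachidonic acid, 30 min RT; Fe-XO 30 min; A573/A405 ratio as read-out.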
An asterisk follows results filed as active; ? = inconclusive; nt = not tested or not shown; [ ] = remark or other dose. Unless noted, calls come from the whole dose curve; as a rule, active = well fitted curve in the direction sought with a large enough effect; inconclusive = small, poorly fitted or top-dose-only effect, or another doubt; inactive = no such curve, though single readings can be large; an effect the other way counts as inactive or inconclusive. Unless noted, % is set by controls: 0 for no effect and ±100 for the full control effect.

SMILES	15-hLO-2 inh	IMPase cell inh	PNC assembly inh	ALOX12 inhib
CCC(C)NC(=O)CNC(=S)N(CCCN1CCOCC1)Cc1cccs1 (stereo not drawn)	nt	nt	?	-1%
CNC(=O)c1ccc(OC2CSC2)cc1	8%	1	-25	-4%
COc1cccc(C2C(C(C)=O)=C(O)C(=O)N2CCc2c[nH]c3ccccc23)c1 (stereo not drawn)	39%[activator]	-3	-8	9%
CCOC(=O)c1c(-c2ccco2)csc1NC(=O)CSc1nnc(N)s1	?	-2	51	-8%
CCCOc1ccc(-c2nnn(CC(=O)N3CCC(C)CC3)n2)cc1	2%	-3	-26	1%
COc1ccc(NC(=O)CCN2CCCC(C)C2)cc1 (stereo not drawn)	nt	3	77	1%
Cc1c(Cl)cccc1NC(=O)CCCN1C(=O)CCC1=O	-3%	1	9	2%
C#CC(=O)N(c1ccc(OC)c(OC)c1)C(C(=O)NC1CCCC1)c1cccs1 (stereo not drawn)	-4%[11.4 µM]	-2[1.84 µM]	?	-2%
O=C(Cn1c(-c2cncs2)nc2ccccc21)NC1CCCC1	4%[2.29 µM]	-10	-19	1%
CN(C)C(=O)C12CCC(C)(c3nc4ccccc4nc31)C2(C)C (stereo not drawn)	6%	3	26	0%
COc1cccc(CN(CC(=O)NC2CCCC2)C(=O)CCC(=O)Nc2cc(C)on2)c1	-2%	-4	36	-2%
CC(=O)c1cc(-c2ccccc2)n(CCC(=O)NC2CCC(C)CC2)c1C (stereo not drawn)	nt	nt	?	3%
CN(c1cccc(Cl)c1)S(=O)(=O)c1cccc(C(=O)NC2=NCCS2)c1	22%	-2	58	-5%
Cc1ccc(C(=O)NCCc2nc3ccccc3[nH]2)cc1[N+](=O)[O-]	nt	-10	-11	0%
COc1ccc(OC)c(N)c1	-26%	6	32	-6%
O=C1CSC(c2ccncc2)N1Cc1ccco1 (stereo not drawn)	-10%	3	-28	-3%
O=c1cc(-c2ccccc2)c2c([nH]1)CCCC2	1%	-3	3	-5%
COc1ccc(CCNC(=O)COc2nsnc2N2CCOCC2)cc1OC	-8%	-4	?	-2%
CCCNS(=O)(=O)c1ccc(CCC(=O)Nc2cc(Cl)ccc2Oc2ccccc2)cc1	nt	17	42	0%
CCOc1cc(N2CCOCC2)c(OCC)cc1NC(=O)C1CCCC1	0%	6	?	-5%
Cc1cc(-c2cc(N)n(-c3ccccc3)n2)c(C)n1C1CCCC1	-8%	5	9	-7%
O=C(O)c1ccccc1S(=O)(=O)Cc1ccccc1	-5%	4	30	8%
Cc1cccc(C)c1NC(=O)CSc1nnnn1C	-2%	-12	27	-1%
CS(=O)(=O)NCCCNc1c(Cl)cccc1[N+](=O)[O-]	-2%	-7	?	1%
O=C(c1nn(-c2ccccc2)c(=O)c2ccccc12)N1CCN(c2ccccn2)CC1	-3%	2	76	2%
O=C(O)C(Cc1c[nH]c2ccccc12)NS(=O)(=O)c1ccccc1 (stereo not drawn)	nt	nt	?	-2%
O=C(CSc1nnc(SCc2ccc(Cl)cc2)s1)N/N=C/c1ccccc1Cl	nt	nt	-25	5%
CCOC(=O)C1CCCN(Cc2ccccc2F)C1 (stereo not drawn)	-9%	3	-89*	-10%
COc1cc(C(=O)OCC(=O)N2CCCC2)cc(OC)c1OC	0%	-5	2	1%
CCCCC(CC)COC(=O)c1ccccc1C(=O)O (stereo not drawn)	-3%	nt	nt	-1%
CC(C)CCNC(=O)c1cccnc1Sc1ccccc1	nt	nt	23	5%
COc1ccc2c(c1)CCc1c(C(=O)Nc3ccc(OC)c(OC)c3)noc1-2	5%	15	96	-2%
CCCn1nnnc1SCC(=O)c1ccc2c(c1)OCCO2	-2%	2	?	0%
COc1ccc2[nH]c(=O)c(CN(Cc3ccco3)C(c3nnnn3Cc3ccccc3)C(C)C)cc2c1 (stereo not drawn)	0%	7	-9	-12%
CCOC(=O)Cc1cc(-c2ccc(F)cc2)nc2ccc3ccccc3c12	nt	nt	1	0%
CCCCCn1nc(-c2ccccc2)c2nc3ccccc3nc21	-2%	4	12	0%
CCOC(=O)N1CCN(C(=O)CS(=O)(=O)c2cn(Cc3ccccc3Cl)c3ccccc23)CC1	-5%	-1	10	-2%
Cc1ccc(S(=O)(=O)/N=C(/Nc2c(C)n(C)n(-c3ccccc3)c2=O)c2ccccc2)cc1	nt	nt	16	1%
COC(=O)C(F)(Sc1c(C)n(C)n(-c2ccccc2)c1=O)C(F)(F)F (stereo not drawn)	-2%	-2	?	-2%
CC(C)(C)c1ccc(C(=O)C=[N+]=[N-])cc1	-11%	-5	?	3%
CN=C1SC(CC(=O)NCCc2ccc(OC)c(OC)c2)C(=O)N1C (stereo not drawn)	-4%	-4	28	-2%
CN(/C(=N/S(=O)(=O)c1ccccc1)c1ccccc1)S(=O)(=O)c1ccccc1	nt	nt	?	0%
C[C@]1(C2CCCC2)Cc2cc(OCC(=O)O)c(Cl)c(Cl)c2C1=O	-8%	0	nt	-2%
Cc1nn(Cc2ccccc2)c(C)c1NC(=O)c1ccc([N+](=O)[O-])cc1[N+](=O)[O-]	nt	nt	21	8%
Cc1cc(C)c2c(c1)OC(O)(C(F)F)CC2=O (stereo not drawn)	1%	4	5	2%
CCOc1ccc(Nc2cc(C)nc(N3CCOCC3)n2)cc1	16%	1	42	-4%
O=C(CC1Nc2ccccc2NC1=O)NCCc1ccccc1 (stereo not drawn)	2%	-8	12	-7%
COCc1cc(C)nc(N2CCNCC2)c1C#N	-1%	8	7	-1%
O=C(NCCc1ccncc1)Nc1ccc(Cl)cc1	-15%	12	7	-1%
Cc1ccc(S(=O)(=O)N2CCCCC2)cc1NC(=O)COC(=O)Cc1cccc2ccccc12	nt	nt	58	-3%
COc1ccc2nc(NC(=O)CSc3nc(C)cc(=O)[nH]3)sc2c1	-17%	5	-7	-27%
CC(=O)Nc1ccc(S(=O)(=O)NCC2CCC(C(=O)NCCCN3CCCC3=O)CC2)cc1 (stereo not drawn)	6%[2.29 µM]	-5	-16	-5%
Cc1cc(C)cc(OCC(=O)NNC(=O)c2cc3ccccc3o2)c1	nt	nt	8	-1%
Cn1cccc1C(=O)C(=O)Nc1cc(Cl)cc(Cl)c1	-7%	13	?	5%
CCc1ccc(N2C(=O)C(Cl)=C(N3CCOCC3)C2=O)cc1	nt	nt	1	-1%
COc1ccc(-c2sc(NC(C)=O)nc2-c2ccccc2)cc1	nt	nt	?	4%
CCCCCCOC(=O)C1(O)CC2OC1(C)n1c3ccccc3c3c4c(c5c6ccccc6n2c5c31)C(=O)NC4 (stereo not drawn)	-8%[0.0915 µM]	nt	nt	-2%[0.00818 µM]
CC(=O)Nc1nc(S(=O)(=O)c2ccc(C)cc2)c(Cl)s1	-6%	7	?	0%
O=C(O)c1ccc2c(c1)NC(=O)C(N1CCCC1)S2 (stereo not drawn)	18%	-5	?	-4%
COc1cccc(CNC(=O)C2CCCN(S(=O)(=O)c3cccc4nonc34)C2)c1 (stereo not drawn)	-2%	-1	-16	7%

New compounds follow.
SMILES	15-hLO-2 inh	IMPase cell inh	PNC assembly inh	ALOX12 inhib
Cc1cc(C)c(NC(=O)CSc2nc3ccc(NC(=O)CSc4nnnn4-c4ccccc4)cc3s2)c(C)c1	nt	nt	10	1%
CC(=O)Nc1ccc(NC(=O)C(C)Oc2ccccc2F)cc1 (stereo not drawn)	nt	12	4	11%
COC(=O)N/N=C/c1ccc([N+](=O)[O-])s1	nt	nt	37	-2%
N#Cc1c(-c2ccccc2)nc(SCC(=O)Nc2ccccc2)[nH]c1=O	nt	?	31	0%
CCOc1ccc(NC(=O)Cn2nnc(-c3ccccc3NC(=O)c3cccs3)n2)cc1	?	-4	-7	-3%
O=C(Nc1ccc(F)c(F)c1)c1cnc(-c2ccccc2)nc1-c1ccccc1	-7%	-6	-29	3%
O=C(COc1ccccc1Cl)NCc1ccncc1	0%	-6	-13	-4%
COc1cccc(N2CCN(Cc3nc4scc(-c5ccccc5)c4c(=O)[nH]3)CC2)c1	nt	2	19	4%
O=C(COC(=O)c1ccc(S(=O)(=O)NCc2ccco2)cc1)Nc1ccc(OC(F)F)cc1	-1%	-1	24	-7%
Nc1ccc2oc(-c3ccc4nc[nH]c4c3)nc2c1	nt	?	-2	5%
CCn1c(=O)c(C(=O)NCCN2CCCCC2)c(O)c2ccccc21	30%	7	-12	-16%
Cc1ccc(NC(=O)CSc2nnc(-c3cccs3)o2)cc1S(=O)(=O)N1CCCCC1	nt	nt	-11	-4%
Cc1nc2sc(C(c3cccs3)N3CCN(c4ccccc4)CC3)c(O)n2n1 (stereo not drawn)	0%	-2	?	-3%
O=c1c2ccccc2nc(SCc2cccc(F)c2)n1C1CCCC1	nt	-8	-24	-2%
COc1ccc(N2CCN(CC(=O)Nc3nc4c(s3)CC(C)CC4)CC2)cc1 (stereo not drawn)	36%[activator]	5	16	-5%
CS(=O)(=O)NCCSCc1ccco1	7%	6	-82*	2%
CC12CCC(C(=O)NCc3ccccc3Cl)(C(Br)C1=O)C2(C)C (stereo not drawn)	nt	nt	39	2%
COCCOC(=O)C1=C(C)Nc2ncnn2C1c1ccccc1 (stereo not drawn)	-14%[11.4 µM]	-5[1.84 µM]	?	-2%
Cc1oc(-c2ccc(Cl)cc2)nc1CN1CCCC(C(=O)NCc2cccnc2)C1 (stereo not drawn)	55%[activator]	6	?	2%
Cc1nn(Cc2ccccc2)c(C)c1NC(=O)CSc1n[nH]c(C)c1[N+](=O)[O-]	nt	4	37	-3%
c1ccc2[nH]c(CN3CCOCC3)nc2c1	0%	10	10	1%
CCn1c(SCC(=O)Nc2nccs2)nnc1-c1ccncc1	5%	?	1	4%
COC(=O)C1=C(C)N(CC2CCCO2)C(=O)/C1=C\c1ccc(O)cc1 (stereo not drawn)	-22%	-6	-26	-7%
COc1nc(NCCc2ccc(OC)c(OC)c2)nc(NC(C)(C)CO)n1	nt	15	3	-1%
Cc1ccc(C(=O)NCCNc2ccc(Cl)cc2[N+](=O)[O-])o1	0%	10	-1	-11%
Cn1c(NC(=O)c2ccc(Br)o2)cc(=O)n(C)c1=O	-2%	-10	-24	1%
O=C1OC(Nc2nc3ccccc3s2)c2ccccc21 (stereo not drawn)	4%	9	21	-4%
Cc1cc2oc(=O)cc(CN3CCOCC3)c2cc1C	-4%	10	?	8%
CC1CCN(Cc2ccc(-c3nn[nH]n3)cc2)CC1	1%	-4	-16	8%
COC(=O)c1c(C(=O)OC)c(-c2ccccc2)n2c1CS(=O)C2 (stereo not drawn)	-2%	10	9	-1%
CCNc1nc(NCC)nc(OCCOC(=O)COc2ccc(Cl)cc2Cl)n1	nt	nt	-27	-8%
COc1cc(C(=O)Oc2cc(C)[nH]c(=O)c2[N+](=O)[O-])cc(OC)c1OC	nt	nt	?	-2%
Cc1ccc(CCC(=O)Nc2ncc(Cc3cccc(Cl)c3Cl)s2)o1	nt	1	?	0%
Cn1c(=O)c2c(ncn2CC(=O)NC(C)(C)C)n(C)c1=O	1%	6	?	1%
Cc1ccc2nc3c(cc(C(N)=S)c(=N)n3CCCOC(C)C)c(=O)n2c1	?	-4	28	-23%

7 structures from above, arranged by formula weight, smallest number first.
SMILES	15-hLO-2 inh	IMPase cell inh	PNC assembly inh	ALOX12 inhib
CC1CCN(Cc2ccc(-c3nn[nH]n3)cc2)CC1	1%	-4	-16	8%
Cc1cc2oc(=O)cc(CN3CCOCC3)c2cc1C	-4%	10	?	8%
Cc1ccc(C(=O)NCCNc2ccc(Cl)cc2[N+](=O)[O-])o1	0%	10	-1	-11%
COC(=O)c1c(C(=O)OC)c(-c2ccccc2)n2c1CS(=O)C2 (stereo not drawn)	-2%	10	9	-1%
Cc1ccc2nc3c(cc(C(N)=S)c(=N)n3CCCOC(C)C)c(=O)n2c1	?	-4	28	-23%
Cc1ccc(CCC(=O)Nc2ncc(Cc3cccc(Cl)c3Cl)s2)o1	nt	1	?	0%
CCNc1nc(NCC)nc(OCCOC(=O)COc2ccc(Cl)cc2Cl)n1	nt	nt	-27	-8%
